# Source: PubChem BioAssay
# LDHA block = inhibitors of human lactate dehydrogenase A; P00338; purified LDHA, NADH/diaphorase-resazurin fluorescence; hits give low values; activity change, % (values are at about 110 or 230 µM); actives 0.15% (n = 480,000); AID 1347041; in the data active = activity change below about -30%; inconclusive = mostly about -25% to -30%;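 note: plate controls were DMSO wells for no effect and wells without enzyme for full effect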
#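 Enzyme activity of human lactate dehydrogenase 5 (2 nM; 0.06 mM NADH, 0.2 mM pyruvate, 5 min, RT) is measured via a resazurin/diaphorase fluorescence readout of residual NADH.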
# RXFP1 ag = activates the human relaxin receptor RXFP1 | Potency, µM (titrated, usually from 57.5 µM), without a hit: at the highest dose activation, most hits filed as activators | HEK293T-RXFP1 cAMP TR-FRET, 30 min; response scale: percent of porcine relaxin response, buffer zero | Q9HBX9 | actives 0.3% (n = 370,000) | AID 2676; note: potency is the fitted concentration of half-maximal effect; % is set by controls: 0 for no effect and ±100 for the full control effect; nearly all actives have a fitted effect of over 60% in size; many of its hits are not listed in these tables
#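 HEK293T cells stably expressing RXFP1 were pretreated with the PDE4 inhibitor Ro 20174, exposed to compounds for 30 min at 37C, lysed, and cAMP was read by TR-FRET. Data normalized to buffer (basal) and 29 nM porcine relaxin (100%).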
# USP1-UAF1 inh = blocks the human USP1/UAF1 deubiquitinase complex. O94782. recombinant USP1/UAF1, Ub-Rhodamine cleavage fluorescence. Potency, µM (doses to about 57.1 µM), inactives show at the highest dose activity change, negative = inhibition, most hits filed as inhibitors. actives 0.23% (n = 390,000). AID 743255; note: potency is the fitted concentration of half-maximal effect; % is set by controls: 0 for no effect and ±100 for the full control effect; nearly all actives have a fitted effect of over 60% in size; inactives centre near -12
#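 USP1/UAF1 complex (1 nM) preincubated 15 min at room temperature with compound, then Ub-Rho substrate (150 nM final) added. Kinetic fluorescence at 480/540 nm over 6 reads at 60 s intervals; 50 mM HEPES pH 7.8, 0.5 mM EDTA, 0.1 mg/ml BSA, 1 mM TCEP, 0.01% Tween-20.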
# TrxR1 substrate = rat thioredoxin reductase 1 substrate activity; Potency, µM (titrated, usually from 114 µM), inactives show at the top dose activity change, negative = substrate turnover; actives 0.01% (n = 390,000); O89049; purified TrxR1 substrate turnover, NADPH consumption readout; note: potency is the fitted concentration of half-maximal effect; % is set by controls: 0 for no effect and ±100 for the full control effect; nearly all actives have a fitted effect of over 50% in size
#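 Rat TrxR1, dispensed at 90 nM, was prereduced with 400 uM NADPH (final) for 5 min at ~22 deg C, then incubated with compound 15 min before 400 uM selenite. A first-read NADPH fluorescence drop versus no-compound background flagged substrates.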
# mIDH1 inhibitor = blocks human mutant IDH1 R132H enzyme; actives 0.093% (n = 390,000); O75874; Potency, µM (highest dose often 76.6 µM), without a hit: at the highest dose activity change, negative = inhibition, actives largely listed as inhibitors; IDH1-R132H enzyme, NADPH consumption, diaphorase/resazurin fluorescence; note: potency is the fitted concentration of half-maximal effect; % is set by controls: 0 for no effect and ±100 for the full control effect; nearly all actives have a fitted effect of over 65% in size
# Target sequence (O75874 whole entry R132H, stated change not applied): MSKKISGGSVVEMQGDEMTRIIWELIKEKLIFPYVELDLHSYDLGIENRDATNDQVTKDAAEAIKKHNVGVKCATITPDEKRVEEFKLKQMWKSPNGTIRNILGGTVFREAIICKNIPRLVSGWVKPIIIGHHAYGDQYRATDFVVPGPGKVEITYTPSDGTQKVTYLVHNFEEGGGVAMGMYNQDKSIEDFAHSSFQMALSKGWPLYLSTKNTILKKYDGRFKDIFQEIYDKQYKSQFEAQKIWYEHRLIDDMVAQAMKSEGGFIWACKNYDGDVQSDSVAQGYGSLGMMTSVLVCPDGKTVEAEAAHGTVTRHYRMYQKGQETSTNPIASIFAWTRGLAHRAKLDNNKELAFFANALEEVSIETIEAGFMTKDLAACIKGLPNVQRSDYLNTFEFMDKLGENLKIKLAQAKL
#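 IDH1-R132H (0.5 ug/mL dispensed) in pH 7.5 Tris buffer was preincubated 30 min with compound, then given a substrate mix of 0.016 mM NADPH and 2 mM alpha-KG for 80 min at room temperature; remaining NADPH was read by diaphorase/resazurin fluorescence.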
# GRP78 ERSR act = ER stress response induction in glioma; actives 0.02% (n = 420,000); Potency, µM, inactives show at the top dose activation, actives largely listed as activators; U87-MG GRP78 promoter luciferase reporter, 16 h; note: potency is the fitted concentration of half-maximal effect; series mostly up to about 76 µM; % of control where 0% means no effect; nearly all actives have a fitted effect of over 35% in size
#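 Stably transfected U87-MG human glioma cells carrying a GRP78-based luminescent sensor were seeded at 1000 cells/well, pin-dosed with compounds and incubated 16 h. Luciferase reagent was then added, and end-point luminescence was read after 10 min at room temperature.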
# PI4K2A inh = inhibitors of human PI4K2A; purified PI4K2A, ADP-Glo luminescence, 1 h; hits give low values; actives 0.13% (n = 420,000); activity change, negative = inhibition, % at 76.9 µM; AID 1346378; in the data active = activity change below about -50%; inconclusive = mostly about -30% to -49%;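 note: -100% = wells without enzyme as full effect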
# Target sequence (Q9BTU6 whole entry, looked up): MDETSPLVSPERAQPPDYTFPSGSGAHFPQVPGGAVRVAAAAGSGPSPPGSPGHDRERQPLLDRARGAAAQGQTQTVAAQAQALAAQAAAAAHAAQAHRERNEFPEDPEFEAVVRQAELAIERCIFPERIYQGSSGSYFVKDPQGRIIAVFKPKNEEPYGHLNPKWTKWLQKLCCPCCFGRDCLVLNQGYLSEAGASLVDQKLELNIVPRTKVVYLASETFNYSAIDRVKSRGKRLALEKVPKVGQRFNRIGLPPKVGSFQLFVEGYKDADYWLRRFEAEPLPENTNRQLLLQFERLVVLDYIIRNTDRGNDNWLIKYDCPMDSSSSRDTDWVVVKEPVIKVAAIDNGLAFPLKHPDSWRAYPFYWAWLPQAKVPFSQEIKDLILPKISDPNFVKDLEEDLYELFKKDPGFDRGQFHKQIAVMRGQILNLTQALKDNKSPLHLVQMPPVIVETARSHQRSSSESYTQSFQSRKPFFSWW
#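 ADP-Glo luminescence measured ADP generated by PI4K2A enzyme (4 ug/mL before mixing) with 1.2 mM PI substrate (pre-mix) and 300 microM ATP (pre-mix). Tris pH7.5 buffer with MgCl2, Triton X-100; 1 h reaction at ambient temperature.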
# Vif-A3F inh = Vif-A3F binding inhibition; HeLa A3F-eYFP + Vif (tagged APOBEC3F with the HIV-1 protein that degrades it), YFP fluorescence increase; Potency, µM (top dose mostly 46.1 µM), without a hit: at the top dose activity, negative = active; actives 0.2% (n = 390,000); AID 602313; note: potency is the fitted concentration of half-maximal effect; % of control where 0% means no effect; nearly all actives have a fitted effect of over 65% in size
#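 Fluorescence increase (Ex 488/Em 500-530) after overnight compound treatment at 37 deg C flags inhibition of Vif-driven A3F-eYFP loss in stable HeLa A3F-eYFP/Vif cells seeded overnight beforehand.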
# Vif-A3G inh = Vif-A3G binding inhibition. actives 0.076% (n = 410,000). HeLa A3G-eYFP + Vif (tagged APOBEC3G with the HIV-1 protein that degrades it), YFP fluorescence, overnight. Q9HC16. Potency, µM (highest dose often 46.1 µM), for the others: at the highest dose activity, negative = active, hits mostly inhibitors;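 note: potency is the fitted concentration of half-maximal effect; % is set by controls: 0 for no effect and ±100 for the full control effect; nearly all actives have a fitted effect of over 60% in size; hits raise eYFP signal because A3G escapes Vif-driven loss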
#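 HeLa cells stably expressing Vif and C-terminally eYFP-tagged A3G, seeded overnight at 37 deg C, then exposed to compound by pintool overnight at 37 deg C. Rise in yellow fluorescence (Ex 488/Em 500-530, Acumen) marks blocked Vif-driven A3G degradation.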
# * marks the source's active call; other numbers are inactive results; ? = inconclusive; · = not tested or not shown; [ ] = another dose, or the depositor's remark. Unless noted, calls come from the whole dose curve; as a rule, active = well fitted curve in the direction sought with a large enough effect; inconclusive = small, poorly fitted or top-dose-only effect, or another doubt; inactive = no such curve, though single readings can be large; an effect the other way counts as inactive or inconclusive. Not all compounds are listed; the hit share may differ from the screen's.
SMILES,LDHA block,RXFP1 ag,USP1-UAF1 inh,TrxR1 substrate,mIDH1 inhibitor,GRP78 ERSR act,PI4K2A inh,Vif-A3F inh,Vif-A3G inh
CCOCCCn1c(SCC(=O)Nc2ccccc2OC)nc2ccccc2c1=O,-7.0,3.5%,0.4%,-3.5%,1.1%,-4.1%,1.4,2.1%,0.7%
Cc1cccc(NC(c2cccc(Cl)c2)c2ccc3cccnc3c2O)n1 (stereo not drawn),-1.9,-0.3%,43.2%[activator],-4.8%,?,-6.6%,-3.9,-8.5%,-14.9%
COc1ccc(S(=O)(=O)CC(=O)c2cc(C)c(O)c(C)c2)cc1,1.7,-3.2%,-9.7%,2.9%[57.1 µM],-5.3%,-12.5%,0.8,-0.2%,-1.6%
O=C(NCc1ccco1)c1ccccc1SCC(=O)N1CCCC1,0.1,2.1%,-9.6%,0.7%,-9.8%,3.5%,-0.3,-6.6%,-0.6%
COc1cccc(C(=O)Nc2c3c(nn2-c2ccc(Cl)cc2)CS(=O)(=O)C3)c1OC,-0.4,1.7%,-10.3%,1.1%,0.0%,-3.7%,7.3,0.9%,-1.0%
Cc1ccc(S(=O)(=O)N2CCC(C(=O)NCCCN3CCOCC3)CC2)cc1,-11.7,0.7%,-9.6%,3.8%,-3.0%,-7.4%,2.1,0.4%,-2.9%
O=C(Nc1ccccc1C(F)(F)F)c1ccc(CN2CCC(Cc3ccccc3)CC2)cc1,-4.1,0.1%,-17.6%,-11.5%,7.4%,-8.1%,7.5,-8.1%,-6.0%
Cc1c(NCc2ccncc2)cccc1C(=O)O,7.6,-3.7%,-14.7%,10.5%[57.1 µM],3.0%,-4.5%,-6.4,-3.2%,-4.4%
Cc1ccc(S(=O)(=O)Cn2nnnc2C(C(C)C)N2CCN(c3nc4ccccc4s3)CC2)cc1 (stereo not drawn),1.6,0.3%,-14.8%,9.2%,10.9%,-7.6%,6.6,10.9%,0.3%
COCc1ccc(C(=O)N2CCCC(N(C)CCc3ccc(OC)c(OC)c3)C2)s1 (stereo not drawn),-13.4,-2.0%,-19.0%,0.8%,6.0%,-1.8%,-2.6,-1.4%,0.1%
CCOC(=O)C1CCN(C(=O)c2ccc(N(C)S(=O)(=O)c3ccc(OC)cc3)cc2)CC1,-5.9,2.4%,-1.4%,-3.5%,11.4%,-3.7%,-2.8,-3.7%,-0.1%
O=C1c2cccc3c(N4CCCCC4)ccc(c23)C(=O)N1c1ccccc1O,1.2,2.5%,28.2µM*,-2.6%,4.3%,-0.9%,1.9,8.91µM*,13.7%
C#CCOCCOCCOCCNc1nc(N2CCN(C(=O)[C@H](CCCCN)n3cc(CN)nn3)CC2)nc(N2CCN(C(=O)[C@H](CCC(=O)O)n3cc([C@@H](N)CCCCN)nn3)CC2)n1,0.5,·,-22.0%,10.1%,-8.5%,-2.0%,-8.0,-1.2%,-2.3%
O=C(/C=C/c1ccc2c(c1)OCO2)NCc1cn2cc(Cl)ccc2n1,-5.5,-1.0%,-14.6%,11.0%,-6.2%,-6.7%,1.5,-0.5%,-2.2%
CCCS(=O)(=O)N1CCN=C1SCc1cccc(C)c1,-5.8,1.8%,-20.3%,-1.4%,-5.2%,-4.7%,-2.7,7.6%,-11.2%
CCCCN(C(=O)c1cc(S(=O)(=O)N2CCCCC2)ccc1Cl)c1c(N)n(CC(C)C)c(=O)[nH]c1=O,-6.7,·,-4.5%,-8.7%,-5.2%,-1.7%,51.2,0.6%,-0.8%
O=C1CN2CCC1C/C2=C\c1ccnc2c(Cl)cccc12 (stereo not drawn),-10.3,2.4%,-8.5%,-4.3%[57.1 µM],-7.1%,3.5%,6.4,-0.4%,3.1%
Cc1csc(NC(=O)C2CCCCC2C(=O)O)n1 (stereo not drawn),-4.5,-0.5%,-6.9%,1.7%,13.3%,0.9%,6.3,3.2%,1.2%
Fc1ccc(NC(=S)N2CCc3ccccc3C2)c(F)c1,-4.1,-0.2%,-19.0%,-9.5%,3.6%,2.5%,-0.3,-5.9%,2.6%
COC(=O)c1c(-c2ccc(SC)cc2)sc2ccccc12,-11.7,8.1%,-21.7%,53.0%[activator][57.1 µM],-0.2%,9.8%,-0.3,-2.9%,-18.7%
CCC(=O)N(CCc1ccccc1)Cc1cc2cc3c(cc2[nH]c1=O)OCO3,5.3,9.5%,-23.3%,30.9%,0.0%,-3.0%,1.0,?,-9.1%
COc1ccc(C(C)(C)C)cc1NC(=O)c1cccc(S(=O)(=O)N2CCN(C(C)=O)CC2)c1,-6.1,-1.5%,-13.1%,2.2%,-4.4%,-1.2%,-0.8,5.4%,0.9%
CCNC(=O)C(Sc1ccccc1)c1ccccc1 (stereo not drawn),-6.3,-0.6%,-3.8%,1.9%,3.4%,-1.8%,-1.4,2.4%,-9.0%
CCCCCC1CC(CC(C)C(=O)Nc2nncs2)C(=O)O1 (stereo not drawn),-4.2,-3.8%,5.1%,-4.9%,-3.3%,-2.2%,2.7,0.6%,-1.0%
C=C(C)C1Cc2c(C)nn(-c3nc(C)cc(C)n3)c2C1 (stereo not drawn),2.5,2.9%,-19.9%,-5.1%,6.3%,-5.3%,-6.5,·,1.3%
SMILES,LDHA block,RXFP1 ag,USP1-UAF1 inh,TrxR1 substrate,mIDH1 inhibitor,GRP78 ERSR act,PI4K2A inh,Vif-A3F inh,Vif-A3G inh
O=C(Nc1ccccc1)c1cccc(N2CCCS2(=O)=O)c1,-2.4,-0.6%,-16.9%,-2.3%[57.1 µM],-8.7%,-0.9%,2.9,-0.2%,-0.2%
CC(C)N=C(NS(=O)(=O)c1ccccc1)C(Cl)(Cl)Cl,-4.3,-4.1%,-23.9%,10.7%[0.0914 µM],1.4%,-13.7%,0.0,-2.3%,?
Cc1ccc(-c2nn3c(C)nnc3s2)cc1NC(=O)c1cccnc1,-3.3,7.2%,-10.0%,-11.9%,9.9%,-0.5%,-0.9,8.4%,-1.0%
CCc1nnc(SCC(=O)N2CCc3ccccc32)n1CC,-3.9,-0.4%,-6.7%,-4.2%,15.9%,-3.3%,6.8,5.0%,-0.5%
CCCN(CCC)Cc1cc(=O)oc2cc(C)ccc12,-2.1,·,·,·,·,-2.5%,-7.8,·,-2.1%
Cn1c2ccccc2c2nnc(SCCOc3ccccc3)nc21,1.6,·,·,5.7%,·,-0.5%,·,·,-0.2%
COc1cccc(CC(NC(C)=O)C(=O)NC2CCN(c3nc(C)cc(C)c3C#N)CC2)c1OC (stereo not drawn),1.6,4.2%,-17.4%,64.2%[activator],1.2%,-0.5%,0.2,-2.6%,2.0%
COc1cc2c(cc1NC(=O)COC(=O)[C@@H](NS(=O)(=O)c1cccc(Cl)c1)C(C)C)oc1ccccc12,4.3,2.1%,-22.1%,-0.1%,5.1%,0.1%,-1.8,-1.9%,-2.2%
CC(C)(C)OC(=O)N1CCC2(CC1)Oc1ccc(F)cc1C(=O)C21CC(c2cccnc2)=NO1 (stereo not drawn),0.0,-0.9%,-9.1%,-3.3%,-6.0%,-3.4%,1.1,-3.0%,0.9%
COc1cccc(-n2c(SCC(=O)Nc3sc4c(c3C(N)=O)CCC4)nc3ccccc3c2=O)c1,-11.5,3.2%,-9.8%,14.7%[57.1 µM],-5.0%,-2.0%,2.2,-13.1%,-0.6%
O=C(NC1CCCCC1)c1cc(F)cc2c1OCOC2,-8.4,1.2%,-20.2%,7.0%,1.8%,-2.3%,1.4,3.0%,0.5%
Cc1cc2cc(CNC(=O)c3ccc(S(=O)(=O)N4CCCC4)cc3)ccc2n1C,-3.5,4.3%,-19.1%,1.4%[57.1 µM],6.8%,-4.1%,-0.5,0.2%,-5.9%
CC(C)(Cc1ccccc1)/[N+]([O-])=C\c1ccc(C(F)(F)F)cc1,3.1,0.8%,-29.7%,3.3%,0.0%,0.2%,2.0,-2.9%,-0.4%
O=C(c1ccco1)N1CCN(C(=O)c2cc(=O)[nH]c3ccccc23)CC1,-1.7,-0.9%,-25.1%,10.7%,-7.2%,-2.7%,-1.4,7.2%,0.0%
CCn1cc(S(=O)(=O)Nc2ccccc2C(F)(F)F)cn1,-3.9,6.7%,-5.3%,-9.9%[57.1 µM],6.9%,2.3%,-0.6,-1.5%,0.9%
CCOc1ccc(Nc2nc(N)nc(CN(C)C3CCCCC3)n2)cc1,11.2,-5.1%,-16.1%,-6.9%,1.8%,-0.5%,1.8,-1.2%,-0.2%
CCN(C(=O)CSc1n[nH]c(N)n1)c1cccc2ccccc12,-6.0,·,-11.7%,-11.4%,2.2%,0.2%,-3.9,-19.9%,-3.9%
CN(CC(=O)Nc1ccccc1C(F)(F)F)C(=O)CSCc1ccc(Cl)c(Cl)c1,-2.3,0.0%,-17.0%,-0.7%[57.1 µM],7.6%,-3.3%,1.5,-4.4%,-3.7%
CC(C)NC(=O)N(C)C[C@H]1Oc2c(NC(=O)Nc3ccc4c(c3)OCO4)cccc2C(=O)N([C@H](C)CO)C[C@@H]1C,2.2,·,-17.0%,5.3%,5.1%,0.7%,-1.0,1.9%,-0.3%
